Compound activity (PubChem BioAssay)
p53ts 32C kill: p53ts cell cytotoxicity, permissive temperature | H1299-p53A138V at 32C, ATP luminescence viability, 24 h | Potency, µM (titrated, usually from 46.1 µM), without a hit: at the highest dose activity change, negative = cytotoxicity, actives largely listed as cytotoxic | 0.93% of 130,000 active;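 note: 0% = DMSO and -100% = full killing by reference compound; nearly all actives have a fitted effect of over 55% in size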
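ATP-content luminescence (ATPlite) read-out after 24 h compound exposure at 32C in H1299-p53A138V cells (600/well). Tested up to 46 uM. Normalized to DMSO (0%) and 100 uM tamoxifen (100% killing); Hill-fit AC50.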
Imprint erasure: induces erasure of genomic imprints in mouse ES cells; Potency, µM (highest dose often 60.7 µM), for the others: at the top dose activity change, positive = activation, usual class: activators; mouse ES Peg3-LacZ reporter, beta-gal luminescence, 40 h; 0.02% of 110,000 active; AID 1948;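 note: 0% = negative control wells on the plate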
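Readout: BetaGlo luminescence (5 min, room temp) for LacZ from the normally silent maternal Peg3 allele in female Peg3LacZ-Neo ES cells. Cells 300/well, 40 h, 37C, 5% CO2. Data normalized per plate to negative controls.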
p53ts 39C kill: cytotoxicity in p53ts cells at nonpermissive temperature | H1299-p53A138V viability at 39C, ATP luminescence, 24 h | Potency, µM (titrated, usually from 46.1 µM), for inactives: at the top dose activity change, negative = cell killing, usual class: cytotoxic | 1.5% of 130,000 active; note: nearly all actives have a fitted effect of over 55% in size
IkB sig inh: IkB pathway inhibition in ABC-DLBCL cells; Potency, µM (series often up to 57.1 µM), without a hit: at the top dose IkBa stabilization activation; 0.04% of 110,000 active; ABC-DLBCL IkBa-CBG/CBR dual luciferase ratio, 4 h; response scale: scaled: untreated 0%, proteasome inhibitor 100%; AID 445; active = well fitted curve in the direction sought with a large enough effect in the signal ratio, not every such curve was filed as active; inconclusive = small, poorly fitted or top-dose-only effect, or a change in a side signal; the % refers to the signal ratio;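 note: the direction sought is a rising ratio; 0% = basal untreated cells and 100% = reference inhibitor full response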
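In this assay, an IκBα–CBG68 fusion accumulates when IKK-driven degradation is blocked; native CBR normalizes for cell number. OCI-Ly3 cells were treated 4 h with compound and doxycycline, then green and red light read after Chroma-Glo addition.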
Active calls of the source: *; ? = inconclusive; . = not tested or not shown; & = joins results of further samples; [ ] = another dose, or the depositor's remark. Unless noted, calls come from the whole dose curve; as a rule, active = well fitted curve in the direction sought with a large enough effect; inconclusive = small, poorly fitted or top-dose-only effect, or another doubt; inactive = no such curve, though single readings can be large; an effect the other way counts as inactive or inconclusive. Unless noted, % is set by controls: 0 for no effect and ±100 for the full control effect; potency is the fitted concentration of half-maximal effect.

Below each SMILES: IkB sig inh | Imprint erasure | p53ts 32C kill | p53ts 39C kill
- COC(=O)COc1ccc(S(=O)(=O)NCCC2=CCCCC2)cc1
 : 6.6% | -6% | 1% | 6%
- O=C(NC1CCCCC1)c1ccc2c(c1)N(Cc1ccc(F)cc1)C(=O)c1ccccc1S2(=O)=O
 : ? | -17%[10.9 µM] | -3% | 4%
- CCn1nnc2cc(C(=O)Nc3ccc(C)c(Cl)c3)ccc21
 : -2.0% | ? | -4% | 1%
- CCCn1cnc2c(c1=O)c1nc3ccccc3nc1n2Cc1ccccc1OC
 : -0.6% | 3% | 4% | 6%
- CC1(C)C(=O)C2(CCCC2)C(=O)OC1c1ccco1 (configuration not stated)
 : 0.3% | -4% | -1% | 0%
- CCOC(=O)N1CCC(NC(=O)CCc2cn(C)c3ccccc23)CC1
 : 5.0% | -12% | 7% | 2%
- CCCCNC(=O)CSc1nnc(Cc2ccccc2)n1CC
 : . | . | -4% | 3%
- CCC(C)NC(=O)Cn1c(=O)cc(-c2ccccc2)c2c(C)nn(C)c21 (configuration not stated)
 : 1.9% | -14%[10.9 µM] | 13% | -21%
- COc1cccc(C2CC(c3ccccc3OC)n3ncnc3N2)c1 (configuration not stated)
 : 1.2% | -19% | 4% | -5%
- CCOC(=O)c1cc2c(ccn2C)n1CC(=O)N1CCN(c2ccccc2OC)CC1
 : 1.4% | -16% | 3% | 6%
- COc1ccccc1OCCn1c(NC(=O)c2ccccc2Cl)nc2ccccc21
 : ? | -9%[10.9 µM] | -8% | 1%
- COc1ccc(CNC(=O)CCCn2c(=O)c3cccn3c3cccnc32)cc1
 : -1.9% | -10%[10.9 µM] | -7% | -6%
- Cc1o[nH]c(=O)c1CC[C@H](N)C(=O)O
 : 0.3% | -7% | 3% | -2%
- COc1ccc(OC)c(C2/C(=C(\O)c3c(C)nc4ccccn34)C(=O)C(=O)N2CCCN(C)C)c1 (configuration not stated)
 : -2.0% | 7% | 5% | -4%
- O=C(Nc1nnc(S(=O)(=O)N2CCCCC2)s1)c1ccccc1Br
 : -1.5% | -8%[10.9 µM] | -5% | 1%

A portion from the list above:
Below each SMILES: IkB sig inh | Imprint erasure | p53ts 32C kill | p53ts 39C kill
- O=C(NC1CCCCC1)c1ccc2c(c1)N(Cc1ccc(F)cc1)C(=O)c1ccccc1S2(=O)=O
 : ? | -17%[10.9 µM] | -3% | 4%
- CCn1nnc2cc(C(=O)Nc3ccc(C)c(Cl)c3)ccc21
 : -2.0% | ? | -4% | 1%
- CCCn1cnc2c(c1=O)c1nc3ccccc3nc1n2Cc1ccccc1OC
 : -0.6% | 3% | 4% | 6%
- CC1(C)C(=O)C2(CCCC2)C(=O)OC1c1ccco1 (configuration not stated)
 : 0.3% | -4% | -1% | 0%
- CCOC(=O)N1CCC(NC(=O)CCc2cn(C)c3ccccc23)CC1
 : 5.0% | -12% | 7% | 2%
- CCCCNC(=O)CSc1nnc(Cc2ccccc2)n1CC
 : . | . | -4% | 3%
- CCC(C)NC(=O)Cn1c(=O)cc(-c2ccccc2)c2c(C)nn(C)c21 (configuration not stated)
 : 1.9% | -14%[10.9 µM] | 13% | -21%
- COc1cccc(C2CC(c3ccccc3OC)n3ncnc3N2)c1 (configuration not stated)
 : 1.2% | -19% | 4% | -5%
- CCOC(=O)c1cc2c(ccn2C)n1CC(=O)N1CCN(c2ccccc2OC)CC1
 : 1.4% | -16% | 3% | 6%
- COc1ccccc1OCCn1c(NC(=O)c2ccccc2Cl)nc2ccccc21
 : ? | -9%[10.9 µM] | -8% | 1%
- COc1ccc(CNC(=O)CCCn2c(=O)c3cccn3c3cccnc32)cc1
 : -1.9% | -10%[10.9 µM] | -7% | -6%
- Cc1o[nH]c(=O)c1CC[C@H](N)C(=O)O
 : 0.3% | -7% | 3% | -2%
- COc1ccc(OC)c(C2/C(=C(\O)c3c(C)nc4ccccn34)C(=O)C(=O)N2CCCN(C)C)c1 (configuration not stated)
 : -2.0% | 7% | 5% | -4%

Other structures.
Below each SMILES: IkB sig inh | Imprint erasure | p53ts 32C kill | p53ts 39C kill
- COc1ccc(CCNC(=O)c2cc(-c3ccccc3)on2)cc1OC
 : ? | -2% | 7% | 0%
- CCCc1cc(=O)[nH]c(Nc2ccc(N3CCCCC3)cc2)n1
 : 1.8% | -21% | 3% | 12%
- Cc1cc(C)cc(NC(=O)CCCN2C(=O)COc3ccc(C)cc32)c1
 : 2.2% | -12%[10.9 µM] | -12% | -28%
- COc1cccc(C2C(C#N)=C(N)Oc3c2oc(CO)cc3=O)c1 (configuration not stated)
 : . | . | 5% | -4%
- CC1CCN(c2ncnc3c2cnn3-c2ccc(F)cc2)CC1
 : ? | -10%[10.9 µM] | ? | ?
- CCOc1ccccc1NC(=O)Cn1c(=O)ccc2cc(S(=O)(=O)N3CCC(C)CC3)ccc21
 : 0.7% | 3%[10.9 µM] | 2% | -12%
- CCN(CC)C(=O)c1sc(NC(=O)c2ccoc2C)c(C(=O)OC)c1C
 : 0.6% | -11% | 0% | 6%
- COc1ccc(C(c2sc3nc(C)nn3c2O)N2CCCCC2)cc1 (configuration not stated)
 : -3.4% | -9% | -4% | 8%
- CC1(C)Cc2noc(N)c2C(C)(C)N1OC(=O)c1ccccc1
 : 3.1% | -11% | -1% | -1%
- Cc1ccc(S(=O)(=O)Cn2nnnc2C(c2ccc(F)cc2)N2CCC(C(N)=O)CC2)cc1 (configuration not stated)
 : 0.4% | -8% | 9% | -2%
- CC(C)CC(=O)Nc1nnc(S(=O)(=O)N(C)Cc2ccc(Cl)cc2)s1
 : -1.0% | 3%[10.9 µM] | -2% | -7%
- COc1ccc(-c2nnc(SCc3ccccc3)n2N)cc1
 : ? | -14% | -2% | 2%
- N#CC1=C(N)C(C#N)(C#N)C(c2ccncc2)C2CN(C(=O)OCc3ccccc3)CC=C12 (configuration not stated)
 : . | . | 14% | 21%
- COc1cccc(-c2nc(CS(=O)(=O)CC(=O)NCCc3ccc(OC)c(OC)c3)c(C)o2)c1
 : -2.3% | -13%[10.9 µM] | -1% | -12%
- CC(C)N(C)C1CCN(C(=O)Nc2ccc(Cl)c(Cl)c2)CC1
 : 0.7% | -3% | -10% | 0%
- N[C@H](C(=O)O)[C@H](O)C(=O)O
 : 0.1% | -10%&2% | -6% | 11%
- CCc1ccc(CCC(=O)Nc2nnc(CC)s2)o1
 : 1.7% | -17% | 6% | 11%
- COc1ccccc1NC(=O)N1CCCC1C(=O)Nc1nnc(C(C)C)s1 (configuration not stated)
 : -2.4% | 11% | -10% | -11%
- O=C(CCCN1C(=O)CCC1=O)Nc1cccc(C(F)(F)F)c1
 : -0.2% | -6% | -1% | 6%
- COC(=O)c1sc(S(=O)(=O)Nc2ccc3cn[nH]c3c2)c(C(=O)OC)c1C
 : 1.0% | -4% | -5% | -1%
- COc1ccc(C)cc1NC(=O)CN1CCN(S(=O)(=O)c2ccc(F)cc2)CC1
 : -0.6% | -20% | -5% | -16%
- COc1cc(/C=C2\S/C(=N/S(=O)(=O)c3ccc(C)cc3)NC2=O)c([N+](=O)[O-])cc1OC
 : . | . | -20% | 10%
- CC(C)(C)NC(=O)NC(=O)Cn1cc(C(F)(F)F)ccc1=O
 : 1.0% | 0% | 6% | 2%
- CCc1ccc(NC(=O)c2cc(C(C)=O)n3ccccc23)cc1
 : ? | -8%[10.9 µM] | -18% | ?
- O=C(NCCO)c1ccc(-c2nnc(N3CCOCC3)c3ccccc23)cc1
 : -0.8% | -2% | -1% | 11%
- COc1ccc(-c2c[n+]3c(n2-c2ccccc2)CCCCC3)cc1
 : . | . | ? | -16%
- CCOC(=O)C1=C(CN2CCN(c3cccc(Cl)c3)CC2)NC(=O)NC1c1ccc(Cl)cc1 (configuration not stated)
 : -1.9% | -8%[10.9 µM] | -4% | -11%
- Cc1ccccc1-n1c(=O)cc(N2CC(C)OC(C)C2)[nH]c1=O (configuration not stated)
 : -1.7% | -6% | 12% | -6%
- Cc1ccc(Cl)cc1Nc1nn2c(=O)c3ccc(C(=O)NCc4ccc(F)cc4)cc3nc2s1
 : ? | -12%[10.9 µM] | 1% | 13µM*
- Cc1ccc(C2=NCCNC2=O)c(C)c1
 : 0.8% | 1% | 1% | 5%
- O=C(c1cnccn1)N1CCC2(CCCN(C(c3ccccc3)c3ccccc3)C2)CC1
 : 2.0%[11.4 µM] | . | -17% | ?
- CCC(Sc1nc2ccccc2c(=O)n1CC1CCCO1)C(=O)NCc1cccnc1 (configuration not stated)
 : 1.8% | -2% | 2% | 18%
- O=c1cc(O)cc(/C=C\c2ccc(O)c(O)c2)o1
 : 6.5% | . | -9% | 3%
- O=C(c1ccco1)N1CCC2(CCCN(C(c3ccccc3)c3ccccc3)C2)CC1
 : 0.9%[11.4 µM] | . | -3% | ?
- Cc1ccc(Cn2ccnc2SCC(=O)Nc2nc3ccccc3s2)cc1
 : 3.9% | 8%[10.9 µM] | 1% | -29%
- CNCc1cn2cc(Cl)ccc2n1
 : . | . | 18% | 34%[activator]
- CC(=O)SC(C)CC(=O)Nc1ccccc1 (configuration not stated)
 : 1.4% | -11% | -4% | 1%
- O=C(CN1CCN(C(c2ccccc2)c2ccccc2)CC1)NC(=O)NCc1ccco1
 : 1.6% | -20% | -20% | -15%
- COc1ccc(CN2CCNC(=O)C2CC(=O)O)c(OC)c1 (configuration not stated)
 : -1.1% | -3% | 7% | 6%
- Cc1ccc(S(=O)(=O)CC(=O)Nc2sc3c(c2C#N)CCCC3)cc1
 : -3.6% | 13%[10.9 µM] | 2% | 6%
- COc1ccc(-c2nnc(SCC(=O)N3CCN(c4ccccc4)CC3)o2)cc1OC
 : 0.4% | -11% | -2% | -6%
- CCOC(=O)C1CCN(C(=O)C2CCN(S(=O)(=O)CC)CC2)CC1
 : -1.2% | -12% | 10% | -2%
- CCN(CC)C(=O)CSc1nc(-c2cccs2)cc(-c2cccs2)c1C#N
 : . | . | -3% | 22%
- CCc1nnc(NC(=O)CSc2nnc(CSc3nc(C)cc(C)n3)o2)s1
 : -0.9% | -3% | 1% | -14%
- Cc1c(-c2nsc(NC(=O)c3ccccc3)n2)nnn1-c1ccc(C(F)(F)F)c(Cl)c1
 : -0.1% | -8%[10.9 µM] | 6% | 3%
- O=C(CN1CCN(c2ccccn2)CC1)NCCc1ccccc1
 : 0.4% | -9% | 3% | 0%
- CC(C)COC(=O)n1c(=O)oc2cc(S(=O)(=O)N3CCCCC3)ccc21
 : 6.1% | -16% | 25% | 10%
- Cc1cccc(N2CCN(C(=O)C3CCN(S(=O)(=O)c4cccc5nsnc45)CC3)CC2C)c1 (configuration not stated)
 : ? | -13% | -1% | -2%
- CCCOC(=O)C1=C(C)NC2=C(C(=O)CC(C)(C)C2)C1c1ccc(N(C)C)cc1 (configuration not stated)
 : 1.9% | -11% | 11% | 4%
- Cc1cc2oc3c(c(=O)c2cc1C)C(c1ccc(F)cc1)N(CCCN1CCOCC1)C3=O (configuration not stated)
 : 2.7% | -37%[inhibitor] | 23% | 29%
- O=C(Cc1cccs1)Nc1ccccc1NC(=O)Cc1cccs1
 : -0.5% | -9% | 16% | -2%
- CCOc1ccc(NC(=O)CSc2nnc(-c3ccc(OCC)cc3)o2)cc1
 : -0.3% | -16%[10.9 µM] | 7% | 28%
- CCCOc1cccc(C2c3c(oc4ccc(F)cc4c3=O)C(=O)N2CCc2ccc(OC)cc2)c1 (configuration not stated)
 : -0.7% | -3%[10.9 µM] | 1% | 4%
- CCOc1ccc(NC(=O)CC2C(=O)N(c3ccccc3)C(=O)N2CCc2cccs2)cc1 (configuration not stated)
 : ? | 7%[10.9 µM] | 4% | -19%
- Cc1ccn2c(Nc3ccc(F)cc3)c(-c3ccc(C)o3)nc2c1
 : ? | -4%[10.9 µM] | -2% | 3%
- CCc1ccc(NC(=O)c2ccc3c(O)c(S(=O)(=O)c4ccc(Cl)cc4)c(=O)[nH]c3c2)cc1
 : ? | -19%[10.9 µM] | -6% | -4%
- O=C(NCc1ccc2c(c1)OCO2)c1ccc2c(c1)N(Cc1cccc(Cl)c1)C(=O)c1ccccc1S2
 : -0.4% | -15%[10.9 µM] | 9% | -19%
- O=C(O)CC1CCS(=O)(=O)C1 (configuration not stated)
 : 1.5% | 4% | -5% | 2%
- Cc1nc(NCc2ccccc2)c2nc(-c3ccccc3)n(CCCN(C)C)c2n1
 : . | -11% | -2% | 0%
- CCCNCc1cc(OC)c(OCCC)cc1Cl
 : . | . | -5% | -2%
- Cc1ccc(-c2nc3ccccc3c(=O)n2CCN2CCOCC2)cc1
 : 0.2% | -2% | 6% | 2%
